GCN5L2 inh – GCN5L2 (KAT2A) acetyltransferase inhibition | Q92830 | GCN5L2 HAT assay, ThioGlo1 CoA-SH fluorescence | Potency, µM (highest dose often 58.9 µM), for the others: at the highest dose activity change, negative = inhibition, actives largely listed as inhibitors | actives 0.21% (n = 390,000) | AID 504327
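Titration-based screen in which CoA formation is detected via maleimide probe ThioGlo1 (50uM) turning fluorescent on thiol reaction; substrates H3(1-25) 75uM and acetyl-CoA 70uM, GCN5L2 20nM, 20 min incubation at room temperature.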
N370S GC mod – N370S glucocerebrosidase modulation, Gaucher chaperone candidate; P04062; N370S GC spleen homogenate, 4MU-glucoside fluorescence; Potency, µM (highest dose often 59.4 µM), without a hit: at the highest dose activity change, negative = inhibition, usual class: inhibitors; actives 0.092% (n = 330,000);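 further: 0% = full enzyme activity and -100% = no enzyme basal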
FEN1 inh – blocks human flap endonuclease 1. actives 0.35% (n = 390,000). Recombinant FEN1 flap cleavage, fluorescence, 15 min. Potency, µM (doses to about 114 µM), inactives show at the highest dose activity change, negative = inhibition, hits mostly inhibitors. AID 588795. P39748; further: nearly all actives have a fitted effect of over 65% in size
Target sequence (P39748 whole entry, looked up): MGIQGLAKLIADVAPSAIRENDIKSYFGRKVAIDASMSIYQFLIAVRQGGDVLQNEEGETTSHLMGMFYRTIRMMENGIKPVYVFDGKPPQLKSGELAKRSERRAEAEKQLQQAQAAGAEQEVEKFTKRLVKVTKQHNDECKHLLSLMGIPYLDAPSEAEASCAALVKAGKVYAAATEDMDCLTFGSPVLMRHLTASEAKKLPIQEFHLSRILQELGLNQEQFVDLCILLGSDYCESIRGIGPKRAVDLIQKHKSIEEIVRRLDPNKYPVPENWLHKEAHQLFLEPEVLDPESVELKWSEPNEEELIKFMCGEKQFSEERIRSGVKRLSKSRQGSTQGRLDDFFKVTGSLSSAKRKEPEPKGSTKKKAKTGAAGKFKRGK
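Steps: FEN1 (10 nM) dispensed; compound added by pin tool; 15 min at room temperature; substrate added to 50 nM final; reads at 0 min and 15 min; data normalized and fitted (four-parameter Hill).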
* = called active by the depositor; ? = inconclusive; · = not tested or not shown; & = joins results of further samples; [ ] = another dose, or the depositor's remark. The call rests on the fitted dose curve; in most records, active means well fitted curve in the direction sought with a large enough effect; inconclusive means small, poorly fitted or top-dose-only effect, or another doubt; inactive means no such curve, though single readings can be large; an effect the other way counts as inactive or inconclusive. Unless noted, on the % scale 0 is the no-effect control and ±100 the full control effect; potency means the concentration at half of the fitted maximal effect. An excerpt, so the mix of outcomes need not match the whole.

SMILES	GCN5L2 inh	N370S GC mod	FEN1 inh
O=C(CN1CCN(c2ccc(Cl)cc2[N+](=O)[O-])CC1)N1CCOCC1	-2%	0%	-17%
Cc1cc(C)cc(NC(=O)CSc2nc(-c3ccccc3)c3cc(F)ccc3n2)c1	-3%	·	9%
CCc1ccc(NC(=O)CSc2nc3ccccc3nc2Cc2ccccc2OC)cc1	-1%	·	-15%
CCOc1ccc(/C=C/C(=O)c2cc(Br)ccc(=O)c2O)cc1	-20%	?	45µM*
COC(=O)c1ccc(CN2[C@H](C(=O)OC)C[C@@]3(O)[C@H](O)[C@H](O)[C@H](O)C[C@@H]23)cc1	-22%	13%&-4%	18%
COCCN1Cc2cccc(C(=O)Nc3cccnc3)c2C1=O	2%	26%	6%
C#CCOCCOCCOCCNc1nc(N2CCOCC2)nc(N2CCN(C(=O)CCCCCCCCCCNC(=O)[C@@H]([C@H](C)CC)n3cc(CCCCCN)nn3)CC2)n1	1%	-29%	1%
COc1ccc(N2CCN(C3=CC(=O)N(c4cccc(Cl)c4)C3=O)CC2)cc1	-9%	13%	-6%
Cc1ccc(S(=O)(=O)N2CCCCC2)cc1NC(=O)CSCC(=O)O	0%	2%	-1%
O=C(O)c1cc(-c2ccccc2Cl)n(-c2cccc(Cl)c2)n1	19%	-5%	-4%
CCOC(=O)N1CCN(C(=O)/C(=C/c2ccc(F)cc2)NC(=O)c2ccccc2)CC1	?	-16%	-2%
CCOC(=O)CNc1nc(Cl)nc(N2CCCCC2)n1	-4%	1%	-6%
CCC1Oc2ccc(C)cc2N(Cc2cccc(C)c2)C1=O (stereo unspecified)	-15%	7%	-15%
Cc1cc(-c2ccccc2C(=O)O)on1	1%	3%[2.35 µM]	0%
N#Cc1cc([N+](=O)[O-])ccc1NC(=O)CSc1n[nH]c(=O)n1C1CC1	1%	·	-17%
N#CC1(NC(=O)COC(=O)c2cc([N+](=O)[O-])ccc2N2CCCC2)CCCCC1	-4%	-10%	-19%
CC(=O)N1c2ccc(S(=O)(=O)NCCC(=O)N(C)C3CCCCC3)cc2CC1C (stereo unspecified)	-7%	-1%	?
CN(C)CCN=c1cc(-c2ccccc2)oc2ccc(Cl)cc12	-2%	11%	2%
Cc1nn(-c2ccccc2)c2c1C(c1c(C)[nH]c(C#N)c1C)C(C#N)=C(N)O2 (stereo unspecified)	-3%	-5%	-14%
Fc1ccc(NCc2nnc(SCc3ccccc3)o2)cc1	-4%	9%	-6%
NC(=O)CCN(C(=O)c1cccc(S(=O)(=O)N2CCc3ccccc32)c1)c1ccccc1	-7%	·	3%
COc1ccc(S(=O)(=O)NCCSC(C)(C)C)c(Cl)c1Cl	-18%	12%	-5%
COc1ccc(N2C(=O)[C@@H]3[C@H](C2=O)[C@H](C(C)=O)N2c4ccccc4C=C[C@@H]32)cc1	-9%	?	-1%
CC(C)C(=O)Nc1ccc(NC(=O)c2cc3ccccc3o2)cc1	3%	27%	0%
O=C(O)/C=C/C(=O)NNC(=O)c1ccc(Br)cc1	19%	-7%	-2%

Laid out differently: entries from further up.
SMILES,GCN5L2 inh,N370S GC mod,FEN1 inh
Cc1cc(C)cc(NC(=O)CSc2nc(-c3ccccc3)c3cc(F)ccc3n2)c1,-3%,·,9%
CCc1ccc(NC(=O)CSc2nc3ccccc3nc2Cc2ccccc2OC)cc1,-1%,·,-15%
CCOc1ccc(/C=C/C(=O)c2cc(Br)ccc(=O)c2O)cc1,-20%,?,45µM*
COC(=O)c1ccc(CN2[C@H](C(=O)OC)C[C@@]3(O)[C@H](O)[C@H](O)[C@H](O)C[C@@H]23)cc1,-22%,13%&-4%,18%

Looked up by structure from the entries so far, 2 records:
SMILES	GCN5L2 inh	N370S GC mod	FEN1 inh
C#CCOCCOCCOCCNc1nc(N2CCOCC2)nc(N2CCN(C(=O)CCCCCCCCCCNC(=O)[C@@H]([C@H](C)CC)n3cc(CCCCCN)nn3)CC2)n1	1%	-29%	1%
COCCN1Cc2cccc(C(=O)Nc3cccnc3)c2C1=O	2%	26%	6%

Single records (already shown). Order of values: GCN5L2 inh	N370S GC mod	FEN1 inh
CCOC(=O)N1CCN(C(=O)/C(=C/c2ccc(F)cc2)NC(=O)c2ccccc2)CC1 is entered as ?	-16%	-2%
COc1ccc(N2CCN(C3=CC(=O)N(c4cccc(Cl)c4)C3=O)CC2)cc1 is entered as -9%	13%	-6%
CCOC(=O)CNc1nc(Cl)nc(N2CCCCC2)n1 is entered as -4%	1%	-6%

Later entries
SMILES	GCN5L2 inh	N370S GC mod	FEN1 inh
Cc1noc(C)c1COc1ccc(C(=O)Nc2cccnc2)cc1	-13%	-9%	-4%
O=C(CSC(=S)N1CCOCC1)Nc1ncc2c(n1)CCCC2=O	-17%	1%	5%
Cn1c(N)c(C(c2ccccc2)c2c(N)n(C)c(=O)n(C)c2=O)c(=O)n(C)c1=O	1%	8%	6%
CC(=O)Nc1ccc(S(=O)(=O)N2CCSC2c2ccccc2)cc1 (stereo unspecified)	-7%	-4%	6%
COC1OC2COC(c3ccccc3)OC2C(O)C1O (stereo unspecified)	12%[0.501 µM]	10%	·
CC1CC(C)CN(C(C)C(=O)Nc2cc(S(=O)(=O)N3CCCCC3)ccc2Cl)C1 (stereo unspecified)	1%	·	9%
COc1cccc(-c2noc(-c3ccoc3C)n2)c1	-14%	0%	-14%
Cc1nn(C)cc1S(=O)(=O)Nc1cccc(Cl)c1	0%	-7%	-9%
CCc1ccc(NC(=O)C[n+]2cc(-c3ccc(C)cc3)n3c2CCC3)cc1	-1%	-8%	-7%
CCOC(=O)c1ccc(Nc2cc(C)nc3nc(C)nn23)cc1	1%	5%	1%
CC(=O)c1sc(NC(=O)CSC(C)C(=O)Nc2cc(C)on2)nc1-c1ccccc1 (stereo unspecified)	-2%	-7%	8%
COc1ccc(N(C(=O)c2ccccc2)S(=O)(=O)c2ccc3c(c2)n(C)c(=O)n3C)cc1	-4%	·	-14%
Cc1ccc(C(=O)N(C)Cc2ccccc2)cc1S(=O)(=O)N1CCOCC1	-12%	-3%	0%
O=C(O)C(c1ccccc1)N1C(=O)c2ccccc2C1=O (stereo unspecified)	-1%	10%	20%
CN(CC(=O)Nc1ccccc1Cl)C(=O)COc1cccc2c1OC(C)(C)C2	1%	-8%	1%
O=C(COC(=O)c1ccccc1SCC(=O)N1CCCC1)Nc1ccccc1	-2%	-1%	-19%
COc1ccc(-c2onc(C)c2-c2ccc3c(c2)OCCO3)c(O)c1	-9%	-6%	-23%
COc1ccc(Nc2ccc(C(F)(F)F)cc2[N+](=O)[O-])cn1	-10%	-3%	9%
CCOC(=O)C(=CNc1ccc(C)cc1C)C(=O)OCC	-4%	-7%	2%
CN1CCN(C(=O)c2cc3ccccc3oc2=O)CC1	-17%	2%	-8%
COc1ccccc1N1CCN(C(=O)CCSCc2ccccc2F)CC1	-4%&-30%	6%	1%&11%
Cc1ccc(CNCC(O)(c2ccccc2)c2ccccc2)cc1	-7%	-23%	1%
Cc1cc(C)c(NC(=O)Cn2c(=O)n(CCC(=O)NCc3ccc4c(c3)OCO4)c(=O)c3ccccc32)c(C)c1	-5%	·	22%
CN(C)C(=O)c1cn(-c2ccc(Cl)cc2)c(=O)c2ccccc12	-3%	-1%	3%
O=C(Nc1ccc(N2CCOCC2)cc1)c1cccc(S(=O)(=O)N2CCOCC2)c1	-1%	·	-1%
The listing continues:
SMILES	GCN5L2 inh	N370S GC mod	FEN1 inh
Clc1ccccc1C1Nc2cccc3cccc(c23)N1	-11%	-12%	?
CCCCOc1ccc(C2=NC(c3ccncc3)=Nc3ccc(Br)cc3N2)cc1	-14%	·	-16%
O=C(CC1SC(N2CCCC2)=NC1=O)Nc1ccc(C(=O)N2CCN(c3cccc(Cl)c3)CC2)cc1 (stereo unspecified)	2%	-28%	-3%
O=C(COC(=O)COc1ccc(Cl)cc1)NC1CC1	-4%	·	5%
CN(C(=O)COc1ccccc1)c1nnc(-c2ccncc2)s1	-3%	4%	-4%
COc1cccc(C(CC(=O)Nc2cccc3ccccc23)NC(=O)c2ccccc2)c1 (stereo unspecified)	2%	12%	16%
COc1cc(OC)c(OC)cc1CN1CCCC(C(=O)c2ccc3c(c2)OCO3)C1 (stereo unspecified)	-11%	-11%	-8%
Cc1ccc(C)c(NC(=O)C(OC(=O)c2cc[n+]([O-])cc2)c2ccccc2)c1 (stereo unspecified)	-15%	1%	-2%
Fc1cccc(CCN2CCN=C2Nc2ccccc2)c1	-6%	-8%	-5%
NC(=O)c1ccsc1N	?	1%	·
COc1ccc(OC)c(NC(=O)CSc2nc(=O)n(Cc3ccccn3)c3c2CCC3)c1	3%	-3%	-9%
Cc1ccc(-n2ncc3c(=O)[nH]c(SCC(=O)N4CCN(c5ccccc5)CC4)nc32)cc1	-5%	8%	3%
Cc1ccc(OCC(=O)Nc2ccc3c(c2)OCO3)c([N+](=O)[O-])n1	-5%	3%	-5%
O=C1CSC(c2ccccn2)N1c1ccc(Br)cc1 (stereo unspecified)	1%	0%	1%
CCNC(=S)N/N=C(\C)c1ccc(Cl)s1	-2%	9%	0%
CC(C)c1ccc(NC(=O)c2cc3c(s2)-c2ccccc2SC3)cc1	-13%	·	-23%
CC1(C)Cc2c(c(-c3ccccc3)nc(N3CCCC3)c2C(N)=O)CO1	2%	3%	-12%
Cc1ccc(NC(=O)Nc2ccc3c(c2)N(C)C(=O)CS3)nc1	-1%	0%	3%
C/C(=N\Nc1ccccc1C(=O)O)c1ccncc1	-4%	-6%	1%
C/C=C/c1ccc(OCCN2CCc3ccccc3C2)c(OC)c1	-1%	-14%	-7%
N#CCC(=O)N1CCCCCC1	-3%	1%	0%
O=C1C(=O)N(CCCc2ccccc2)c2ccccc21	-7%	-4%	15%
COc1ccc(-c2cc(C(=O)NN)n(-c3ccccc3)n2)cc1	-20%	10%	-1%
Nc1nc2c(ncn2[C@@H]2O[C@H](COP(=O)(O)OP(=O)(O)OP(=O)(O)O)[C@@H](O)C2O)c(=O)[nH]1 (stereo partly specified)	-13%	9%	·
O=C(Nc1ccc(S(=O)(=O)NCc2ccco2)cc1)c1cccc(F)c1	-8%	-2%	11%

Filtered by structure: the entries above with a nitro group on carbon (5)
SMILES	GCN5L2 inh	N370S GC mod	FEN1 inh
O=C(CN1CCN(c2ccc(Cl)cc2[N+](=O)[O-])CC1)N1CCOCC1	-2%	0%	-17%
N#Cc1cc([N+](=O)[O-])ccc1NC(=O)CSc1n[nH]c(=O)n1C1CC1	1%	·	-17%
N#CC1(NC(=O)COC(=O)c2cc([N+](=O)[O-])ccc2N2CCCC2)CCCCC1	-4%	-10%	-19%
COc1ccc(Nc2ccc(C(F)(F)F)cc2[N+](=O)[O-])cn1	-10%	-3%	9%
Cc1ccc(OCC(=O)Nc2ccc3c(c2)OCO3)c([N+](=O)[O-])n1	-5%	3%	-5%

Continuation.
SMILES	GCN5L2 inh	N370S GC mod	FEN1 inh
COc1ccc(CCC(=O)Nc2ccc3c(c2)OCCO3)cc1	-5%	-8%	-4%
CCOc1ccc(NC(=O)CNS(=O)(=O)c2c(C)cc(C)cc2C)cc1	16%	1%	-9%
CCN(CC)S(=O)(=O)c1ccc2c(c1)N(CC(=O)N1CCCC1)C(=O)CO2	-8%	-2%	15%
CCn1c(Cn2nnc(-c3ccccc3)n2)nnc1SCC(=O)N1CCOCC1	-6%	2%	-4%
CCn1cc(C(=O)OCC(=O)Nc2cc(C)cc(C)c2)c(=O)c2ccc(C)nc21	4%	·	11%
CCOC(=O)c1c(NC(=O)CC)sc(C(=O)N2CCCCC2)c1C	1%	1%[12.8 µM]	-4%
CC(=O)Nc1cccc2c1C(=O)N(c1cccc(OC(C)=O)c1)C2=O	-7%	8%	0%
COc1ccc(S(=O)(=O)N/N=C\c2ccc3c(c2)OCO3)c(OC)c1	-5%	-2%	30%
Cc1ccccc1C(=O)N1CCN(CCc2ccccn2)CC1	-5%	·	1%
Cc1cc(C)c(C)c(S(=O)(=O)N2CCCCC2C(=O)O)c1C (stereo unspecified)	-2%	10%	14%
COc1ccc2c(c1)c(=O)oc1c(C)c(OCc3cc(C(=O)O)oc3C)ccc12	-11%	12%	?
O=C(CCCNC(=O)c1ccc(Cl)cc1)Nc1ccc(F)c(S(=O)(=O)N2CCOCC2)c1	-1%	·	14%
CSc1ccc(C(=O)/C=C/c2ccc(N)cc2)cc1	-12%	-1%	-14%
Cc1cc(C)c[n+](CC(=O)c2ccc(NC(=O)c3ccccc3)cc2)c1	-3%	-28%	1%
O=C(Nc1ccccc1)c1cnc2ccccc2n1	3%	-24%	-13%
COc1ccc(C(=O)Nc2ccc3nc(N4CCOCC4)sc3c2)cc1OC	1%	·	-8%
CCn1c(CSc2nc3ccccc3s2)nnc1SCC(=O)OC(C)(C)C	-6%	6%	2%
CN(C)CCCNc1nc(-c2ccccc2)c2c(c1C#N)CC(C)(C)OC2	0%	9%	-7%
